TGFb inhibitor: blocks TGF-b signaling | 410,000 tested, 1.2% active | Potency, µM (doses to about 46.1 µM), for inactives: at the top dose activity, negative = inhibition, usual class: inhibitors | HepG2 CAGA-GFP TGF-b/SMAD3 reporter, GFP fluorescence, 18 h; TGF-beta stimulated, 500 pg/mL final; note: potency is the fitted concentration of half-maximal effect; % is set by controls: 0 for no effect and ±100 for the full control effect; nearly all actives have a fitted effect of over 65% in size
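TGF-beta reporter screen: HEPG2 CAGA-GFP, 1% FBS, 500 pg/mL TGF-beta final, 18 h; per-cell GFP summed per well; curves fitted and categorized by class.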
A549 viability: A549 cytotoxicity, counter-screen for Nrf2 inhibitors. A549 ARE-Fluc cells, CellTiter-Fluor viability, 18-24 h. Potency, µM (series often up to 46 µM), without a hit: at the highest dose activity change, negative = cytotoxicity, actives largely listed as inhibitors. 390,000 tested, 0.16% active. AID 504648; note: potency is the fitted concentration of half-maximal effect; % is set by controls: 0 for no effect and ±100 for the full control effect
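A549 ARE_Fluc cells in 5% FBS OPTI-MEM were exposed to compounds in concentration-response for 18-24 h at 37 deg C. Viability was read by CellTiter-Fluor fluorescence (Ex 405/Em 525) after 30 min, before the luciferase read.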
pAkt inh: Akt phosphorylation inhibition; Neuro2A IGF-stimulated pAkt S473 HTRF, 20 min; hits give low values; 360,000 tested, 0.32% active; AID 651550; activity change, % for hits at 50 µM; in the data active = activity change below about -80%; inconclusive = mostly about -51% to -80%; note: % is set by controls: 0 for no effect and ±100 for the full control effect
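Neuro2A cells in DMEM with 0.5% FBS, overnight at 37 deg C, given compound at single 50 µM final, then IGF (6 nM final) for 20 min at 37 deg C. Lysed; phospho-Akt Ser473 by HTRF after 24 h, 665/615 ratio.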
Nrf2 inh: Nrf2 pathway inhibition | A549 ARE-Fluc reporter, luciferase luminescence, 18-24 h | AID 504444 | 360,000 tested, 2.1% active | Potency, µM (titrated, usually from 46 µM), for inactives: top-dose activity change, negative = inhibition, actives largely listed as inhibitors; note: potency is the fitted concentration of half-maximal effect; % is set by controls: 0 for no effect and ±100 for the full control effect; nearly all actives have a fitted effect of over 60% in size
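Concentration-response testing used A549 ARE_Fluc cells at 5000 cells/well. Following an 18-24 h compound incubation, viability was read by fluorescence (Ex 405/Em 525) and luciferase output by luminescence.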
HepG2 viability: kills HepG2 cells in TGF-b inhibitor counter-screen; HepG2 CAGA-GFP viability, ATP luminescence, 18 h; Potency, µM (highest dose often 46.1 µM), without a hit: top-dose activity change, negative = cytotoxicity, actives largely listed as cytotoxic; 410,000 tested, 0.76% active; AID 588856; note: potency is the fitted concentration of half-maximal effect; some results filed as inactive show a strong effect at the top dose
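HepG2 CAGA-GFP cells (1000/well, DMEM with 1% FBS) received compound, then TGF-beta at 500 pg/mL final, and were incubated 18 hours at 37 degrees C. Viability was read by CellTiter-Glo luminescence. Media-only wells were set as complete cell-killing and DMSO as no toxicity.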
CCT chaperon mod: changes cytosolic chaperonin activity. purified chaperonin ATPase assay, HTRF ADP detection, 30 min. activity change, % (test concentration not listed), hits read low. 360,000 tested, 0.3% active. AID 651819; in the data active = activity change below about -30%; note: % is set by controls: 0 for no effect and ±100 for the full control effect
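First, chaperonin was dispensed at 40 nM or 20 nM final depending on batch activity. Next, compounds were pinned at 76 uM and ATP added at 10 uM. After 30 min at 37 °C, ADP detection reagents ran 30 min at ambient temperature.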
Abeta rescue: A-beta toxicity reversal in yeast; yeast expressing A-beta42, growth rescue, OD600, 48 h; response scale: 0% DMSO, 100% iron-clioquinol control; Potency, µM (doses to about 46.1 µM), for inactives: top-dose growth rescue, most hits filed as activators; 410,000 tested, 0.063% active; AID 1347071; note: potency is the fitted concentration of half-maximal effect; nearly all actives have a fitted effect of over 55% in size
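Growth rescue measured by 600 nm absorbance after 48 h yeast culture at 30 C with compound. Values normalized between DMSO and an equimolar ferric chloride plus clioquinol control.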
Nrf2 activator: Nrf2 pathway activation; AREc32 ARE-luciferase reporter (MCF7-derived line), luminescence, 24 h; Potency, µM (highest dose often 46.1 µM), inactives show top-dose activation, hits mostly activators; 410,000 tested, 0.31% active; AID 624171; note: potency is the fitted concentration of half-maximal effect; % of control where 0% means no effect; nearly all actives have a fitted effect of over 65% in size
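ARE-driven firefly luciferase activity in AREc32 cells measured after a 24 hr compound exposure at 37 deg C, using Steady-Glo reagent and a 30 min room-temperature hold.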
MmCpn inh: inhibitors of Methanococcus maripaludis chaperonin (MmCpn) | purified Mm-Cpn ATPase, ADP Transcreener TR-FRET | Potency, µM (highest dose often 76.9 µM), for the others: at the highest dose activity, negative = inhibition, hits mostly inhibitors | 330,000 tested, 0.031% active; note: potency is the fitted concentration of half-maximal effect; % is set by controls: 0 for no effect and ±100 for the full control effect; nearly all actives have a fitted effect of over 80% in size
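Measured: ADP formation by purified Mm-CPN. Conditions: 25 nM protein, 10 uM ATP, Tris pH 7.4 with Mg2+, K+ and DTT, 37°C for 30 min. Detection: Transcreener HTRF after 30 min at room temperature.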
* = called active by the depositor; i = inactive; u = inconclusive; x = no result given; & = joins results of further samples; [ ] = another dose, or the depositor's remark. Unless noted, calls come from the whole dose curve; as a rule, active = well fitted curve in the direction sought with a large enough effect; inconclusive = small, poorly fitted or top-dose-only effect, or another doubt; inactive = no such curve, though single readings can be large; an effect the other way counts as inactive or inconclusive.

1. O=C(OCc1ccccc1)N1CCC2CC1c1cc(-c3ccccc3)ccc12 (stereo not given)
2. Cc1cccc(C)c1OCC(O)Cn1nnc2ccccc21 (stereo not given)
3. O=C1OCCN1/N=C/c1ccc([N+](=O)[O-])o1
4. COC(=O)[C@H](C)NC(=O)/C=C/c1ccc(OC)cc1
5. Cc1ccccc1CSc1cn(CCNC(=O)c2cccs2)c2ccccc12
6. Nc1cc2cccnc2cc1Cl
7. COCCn1c(SCC#N)nnc1-c1ccc2c(c1)OCO2
8. CCC(C)c1ccc(O)c(NC(=O)c2ncn[nH]2)c1 (stereo not given)
9. O=C(c1cc([N+](=O)[O-])ccc1N1CCCC1)N1CCCCC1
10. O=C(CSc1nnc(-c2cccnc2)n1-c1ccccc1)Nc1ccccn1

compound no. | 1 | 2 | 3 | 4 | 5 | 6 | 7 | 8 | 9 | 10
TGFb inhibitor | 4% | u | -27% | 12% | u | 38%[activator] | 10% | 4% | 0% | 0%
A549 viability | 13% | 5% | -18% | 1% | 8% | 1% | -10% | -3% | u | 2%
pAkt inh | i | i | i | i | x | i | i | i | i | i
Nrf2 inh | u | 2% | u | 5% | u | 0% | 11% | 1% | 12% | 1%
HepG2 viability | -21% | 3% | -9% | -3% | -40% | -1% | -3% | -1% | 3% | -19%
CCT chaperon mod | 0.2 | -0.9 | 1.4 | -1.0 | x | -0.1 | -0.2 | -0.5 | -4.2 | -2.4
Abeta rescue | 8% | 5% | 0% | 0% | -5% | 12% | -16% | 2% | 1% | 0%
Nrf2 activator | 4.4% | -0.5% | 0.4% | 2.2% | -0.6% | 3.5% | -0.4% | 13% | -0.3% | -0.8%
MmCpn inh | x | 1% | -4%[15.4 µM] | 1% | x | x | 1% | -5% | -2% | -22%

11. Cc1cc([N+](=O)[O-])nn1Cc1ccc(C(=O)N/N=C/c2ccc(O)cc2O)cc1
12. O=C(O)CCNc1nc(C(F)(F)F)nc2ccccc12
13. O=C(NCc1ccco1)C1CC(=O)N(c2ccc(O)cc2)C1 (stereo not given)
14. COc1cccc(CNc2ccc3[nH]c(=O)[nH]c3c2)c1OCc1ccccc1
15. O=C(NCc1ccccc1)N1CCN(c2ccccc2)CC1
16. O=c1c2ccccc2nnn1CSc1nnc(-c2ccc3c(c2)OCO3)o1
17. Cc1ccc(S(=O)(=O)N2CCCc3cc(NC(=O)c4ccc(C(F)(F)F)cc4)ccc32)cc1
18. Nc1c(C(=O)N/N=C/c2ccc(F)cc2)oc2nc(-c3ccccc3)cc(-c3ccco3)c12
19. O=c1[nH]c(=S)c2c(n1-c1ccccc1)CCC2
20. O=C(O[C@H]1[C@H](Cc2ccccc2)NS(=O)(=O)[C@H]2C[C@@H]3C=C[C@]12O3)c1ccc([N+](=O)[O-])cc1

compound no. | 11 | 12 | 13 | 14 | 15 | 16 | 17 | 18 | 19 | 20
TGFb inhibitor | u | 4% | 5% | -14% | 0% | -3% | -4% | 44%[activator] | -20% | -4%&-2%
A549 viability | -18% | 0% | 0% | 1% | 5% | -2% | 4% | -8% | 3% | 0%
pAkt inh | i | i | i | i | i | i | x | i | i | i
Nrf2 inh | u | 8% | 24% | -30% | 1% | x | x | u | -20% | 2%
HepG2 viability | -14% | 3% | 4% | -2% | 1% | 5% | -29% | -53% | 2% | 9%&-4%
CCT chaperon mod | 0.5 | 1.2 | 2.2 | 0.7 | -0.2 | -4.0 | x | -3.7 | -0.9 | 2.4
Abeta rescue | -14% | 10% | -1% | -7% | -2% | 3% | -20% | -4% | 15% | -1%
Nrf2 activator | -0.7% | 2.2% | -0.4% | 9.7% | -0.7% | 2.0% | 3.1% | 11% | -0.1% | -0.4%
MmCpn inh | 1% | -2% | -1% | -5% | -2% | 0% | x | -2% | -3% | -1%

21. CCn1cc(C(=O)NCCc2ccccc2C)c(=O)c2ccc(C)nc21
22. O=C1CC(N(CCc2ccccc2)C(=S)Nc2cc(Cl)ccc2Cl)C(=O)N1c1c(Cl)cccc1Cl (stereo not given)
23. O=C(Nc1ccc(CN2CCCCC2)cc1)c1sc2ccccc2c1Cl
24. O=C(NCCCn1ccnc1)c1ccc(NS(=O)(=O)c2ccc(Cl)c(Cl)c2)cc1
25. O=C(CSc1ncc(S(=O)(=O)c2ccc(Br)cc2)c(=O)[nH]1)NCc1ccc(Cl)cc1
26. Cc1cc(C)n2nc(-c3ccccc3)cc2n1
27. Cc1cc(=O)[nH]c2ccc(Cc3ccccc3)cc12
28. COc1ccc(OCC(=O)N2CCN(C(=O)c3cccc4ccccc34)CC2)cc1
29. COc1ccc(/C=C/C(=O)OCC(=O)c2ccccc2F)cc1
30. COc1ccc(C(=O)N2CCN(C(=O)c3ccco3)CC2)cc1OC

compound no. | 21 | 22 | 23 | 24 | 25 | 26 | 27 | 28 | 29 | 30
TGFb inhibitor | 1% | -11% | 24% | 17% | 2% | 61%[activator] | 0% | 16% | u | 3%
A549 viability | 3% | -14% | 3% | 14% | -1% | 9% | 2% | x | -9% | -5%
pAkt inh | i | i | i | i | x | i | i | i | i | x
Nrf2 inh | 3% | u | 4% | -5% | 13% | u | u | u | 11% | 1%
HepG2 viability | -4% | 6% | -12% | -3% | -5% | 0% | -24% | 0% | -17% | 3%
CCT chaperon mod | -1.7 | 1.9 | -2.1 | 1.0 | x | -1.2 | -10 | 2.1 | 0.7 | 1.1
Abeta rescue | -6% | u | -7% | -8% | 3% | -10% | 2% | 10% | 6% | -2%
Nrf2 activator | 0.3% | -0.6% | -0.3% | 0.1% | -0.7% | 8.9µM* | u | 0.6% | 4.5% | -0.7%
MmCpn inh | -1% | 2% | 1% | 1% | x | -2% | x | -1% | -2% | -1%

31. CCCOCCc1nnc(N)s1
32. COc1ccc(C(=O)NCc2ccccn2)cc1[N+](=O)[O-]
33. Cc1ccc(NC2CCCN(C(=O)c3snnc3C)C2)cc1C (stereo not given)
34. CCCn1c(SCC(=O)c2cc(C)n(-c3cc(C)on3)c2C)n[nH]c1=O
35. Cc1onc(-c2c(F)cccc2Cl)c1C(=O)NCCN1CCNC1=O
36. CC(Oc1ccc(F)cc1)C(=O)Nc1cc(S(=O)(=O)N2CCOCC2)ccc1N1CCN(C)CC1 (stereo not given)
37. COc1cccc(S(=O)(=O)N(C)C[C@@H]2OCc3cn(nn3)CCCC(=O)N([C@H](C)CO)C[C@H]2C)c1
38. Cc1cc(C)n(CCNC(=O)c2cc(COc3ccc(F)cc3Cl)on2)n1
39. Cn1cc(C(=O)NC2C3CC4CC(C3)CC2C4)cn1 (stereo not given)
40. O=C(Nc1ccccc1N1CCN(C(=O)c2ccccc2)CC1)c1ccccc1Cl

compound no. | 31 | 32 | 33 | 34 | 35 | 36 | 37 | 38 | 39 | 40
TGFb inhibitor | 5% | -20% | 12% | 0% | 4% | 5% | -4% | -12% | -23% | u
A549 viability | 0% | 2% | u | -4% | 1% | -12% | x | -2% | 7% | 1%
pAkt inh | i | i | i | i | i | i | i | i | i | i
Nrf2 inh | 7% | 4% | 1% | u | 0% | -5% | x | 10% | 14% | -6%
HepG2 viability | 14% | 2% | 1% | -15% | 7% | -20% | -7% | 5% | -23% | -10%
CCT chaperon mod | -0.5 | -3.3 | -5.9 | -2.9 | 0.7 | 0.7 | -2.0 | -1.4 | -3.8 | -0.5
Abeta rescue | -2% | -3% | -1% | -2% | 13% | -4% | -3% | -19% | 2% | 9%
Nrf2 activator | 0.1% | 0.0% | -1.4% | -0.2% | 2.1% | -0.8% | -0.6% | -0.6% | 1.5%[9.22 µM] | -0.6%
MmCpn inh | 3% | 1% | -2% | 2% | 0% | 1% | x | 1% | 1% | 1%

Seven compounds already listed, arranged by molar mass, low to high.
32. COc1ccc(C(=O)NCc2ccccn2)cc1[N+](=O)[O-]
33. Cc1ccc(NC2CCCN(C(=O)c3snnc3C)C2)cc1C (stereo not given)
35. Cc1onc(-c2c(F)cccc2Cl)c1C(=O)NCCN1CCNC1=O
34. CCCn1c(SCC(=O)c2cc(C)n(-c3cc(C)on3)c2C)n[nH]c1=O
38. Cc1cc(C)n(CCNC(=O)c2cc(COc3ccc(F)cc3Cl)on2)n1
40. O=C(Nc1ccccc1N1CCN(C(=O)c2ccccc2)CC1)c1ccccc1Cl
36. CC(Oc1ccc(F)cc1)C(=O)Nc1cc(S(=O)(=O)N2CCOCC2)ccc1N1CCN(C)CC1 (stereo not given)

compound no. | 32 | 33 | 35 | 34 | 38 | 40 | 36
TGFb inhibitor | -20% | 12% | 4% | 0% | -12% | u | 5%
A549 viability | 2% | u | 1% | -4% | -2% | 1% | -12%
pAkt inh | i | i | i | i | i | i | i
Nrf2 inh | 4% | 1% | 0% | u | 10% | -6% | -5%
HepG2 viability | 2% | 1% | 7% | -15% | 5% | -10% | -20%
CCT chaperon mod | -3.3 | -5.9 | 0.7 | -2.9 | -1.4 | -0.5 | 0.7
Abeta rescue | -3% | -1% | 13% | -2% | -19% | 9% | -4%
Nrf2 activator | 0.0% | -1.4% | 2.1% | -0.2% | -0.6% | -0.6% | -0.8%
MmCpn inh | 1% | -2% | 0% | 2% | 1% | 1% | 1%

Continued:
41. O=C(COC(=O)c1ccncc1)Nc1ccccc1
42. O=C(CSC(=S)N1CCCCC1)c1ccccc1
43. CC(C)NCC(O)COc1ccc(Br)cc1 (stereo not given)
44. CCNC(=O)C(=O)Nc1ccc([N+](=O)[O-])cc1

compound no. | 41 | 42 | 43 | 44
TGFb inhibitor | -4% | -25% | 1% | -9%
A549 viability | 3% | 15% | -4% | 5%
pAkt inh | i | i | i | i
Nrf2 inh | u | u | 14% | u
HepG2 viability | -1% | -25% | 1% | -9%
CCT chaperon mod | -1.2 | -0.5 | 4.1 | -0.3
Abeta rescue | 16% | 12% | 8% | 5%
Nrf2 activator | -0.2% | -1.5% | 3.1% | 2.0%
MmCpn inh | -1% | 2% | 1% | -1%

Screening data: PubChem BioAssay, National Center for Advancing Translational Sciences (NCATS)
